CAL PDZ FP-1 – blocks peptide binding to human CAL PDZ domain. hit rate 0.02% among 330,000. AID 504414. inhibition, % at 20 µM. purified CAL PDZ, TMR-peptide fluorescence polarization, 1 h;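 active = highest replicate inhibition of at least 40%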;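 note: plate controls were DMSO neutral control wells for no effect and unlabeled competitor peptide control wells for full effect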
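Test system: purified CerCALP PDZ construct; Compound dosing: one concentration, 20 µM compound; Also added: TMR-labelled reporter peptide T*-PRC34 bound in PDZ groove; Read-out: inhibition from polarization loss; Controls: unlabelled peptide and DMSO controls; Signal: FP readout, S and P plane fluorescence; Incubation: 1 h at RT.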
SR-BI HDL uptake – blocks mouse SR-BI lipid uptake from DiI-HDL. inhibition, % at 12.5 µM. hit rate 0.96% among 320,000. Q61009. ldlA[mSR-BI] CHO cells, DiI-HDL uptake fluorescence, 3 h. AID 488896;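 active = mean replicate inhibition of at least 70% and a set share of replicates each scoring 70 or more; inconclusive = meets just one of the two criteria; inactive = fails both criteria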;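 note: 0% = median of neutral control wells and 100% = median of positive control wells; values of inactives mirror those of a sister screen read the other way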
Target sequence (Q61009 whole entry, looked up): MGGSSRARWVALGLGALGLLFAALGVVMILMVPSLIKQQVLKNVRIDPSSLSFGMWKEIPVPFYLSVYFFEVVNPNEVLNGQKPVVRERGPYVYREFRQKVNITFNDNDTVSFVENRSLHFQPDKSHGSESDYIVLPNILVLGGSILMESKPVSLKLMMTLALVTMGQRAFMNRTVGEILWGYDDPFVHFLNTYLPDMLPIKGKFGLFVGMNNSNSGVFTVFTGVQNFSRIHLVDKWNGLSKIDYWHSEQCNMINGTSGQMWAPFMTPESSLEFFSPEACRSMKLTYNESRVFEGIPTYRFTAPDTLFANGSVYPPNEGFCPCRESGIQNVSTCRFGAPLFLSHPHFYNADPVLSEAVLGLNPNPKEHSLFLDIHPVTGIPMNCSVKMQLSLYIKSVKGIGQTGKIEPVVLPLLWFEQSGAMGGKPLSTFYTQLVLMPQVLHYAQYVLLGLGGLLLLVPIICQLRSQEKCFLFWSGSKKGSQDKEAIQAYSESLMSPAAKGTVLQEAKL
NSD2 HMT inh – blocks human histone methyltransferase NSD2; inhibition, % at 12.5 µM; hit rate 0.54% among 310,000; NSD2 peptide methylation, AlphaScreen, 120 min; AID 743445; in the data active = inhibition above about 50%
PvdQ acylase – P. aeruginosa PvdQ acylase inhibition; purified PvdQ acylase, fluorescence plate reader; inhibition, % at 10 µM; hit rate 0.063% among 340,000; in the data active = inhibition above about 30%, passing the limit was not always enough; inconclusive = no clear call, values can overlap the other calls;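 note: 0% = vehicle neutral wells and 100% = reference inhibitor wells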
CAL PDZ FP-2 – CAL PDZ (human) peptide binding inhibition. Q9HD26. purified CAL PDZ, TMR-peptide fluorescence polarization, 1 h. inhibition, % at 24.9 µM. hit rate 0.92% among 300,000. AID 602252;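 active = mean inhibition of at least 30% with at least half of replicates also reaching 30%; inconclusive = no clear call, values can overlap the other calls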;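 note: 0% = DMSO neutral control and 100% = excess unlabeled competitor peptide PRC23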
Rtt109 HAT inh – C. albicans Rtt109 histone acetyltransferase inhibition. Q5AAJ8. hit rate 0.16% among 330,000. purified Rtt109/Vps75, ThioGlo CoA-SH fluorescence, 4 h. inhibition, % at 34.9 µM. AID 540336;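 active = inhibition of at least 50% in every replicate; inconclusive = best replicate reaches 50% inhibition but some replicates fall short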
MITF TRPM1 HTS – increases MITF-driven TRPM1 promoter luciferase signal; activation, % at 12.5 µM; hit rate 0.75% among 300,000; AID 588334; SK-MEL-5 TRPM1-promoter luciferase, 24 h; % of positive control, neutral wells = 0;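 active = mean activation of at least 80% with every replicate also reaching 80%; inconclusive = mean reaches 80% but some replicate falls short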;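 note: 0% = neutral control wells and 100% = parthenolide positive control wells; values of inactives mirror those of a sister screen read the other way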
dFosB activator – activators of mouse delta FosB homodimer. P13346. purified delta FosB, TAMRA-CDK5 oligo fluorescence polarization; percent of positive-control signal above neutral wells. activation, % at 25 µM. hit rate 0.99% among 340,000;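 active = mean activation above about 17%, with every replicate also reaching it, limit read from the data, passing the limit was not always enough; inconclusive = only one of the two conditions met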;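 note: fluorescence polarization rise as delta FosB binds a TAMRA Cdk5 AP-1 oligo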
Target sequence (P13346 whole entry, looked up): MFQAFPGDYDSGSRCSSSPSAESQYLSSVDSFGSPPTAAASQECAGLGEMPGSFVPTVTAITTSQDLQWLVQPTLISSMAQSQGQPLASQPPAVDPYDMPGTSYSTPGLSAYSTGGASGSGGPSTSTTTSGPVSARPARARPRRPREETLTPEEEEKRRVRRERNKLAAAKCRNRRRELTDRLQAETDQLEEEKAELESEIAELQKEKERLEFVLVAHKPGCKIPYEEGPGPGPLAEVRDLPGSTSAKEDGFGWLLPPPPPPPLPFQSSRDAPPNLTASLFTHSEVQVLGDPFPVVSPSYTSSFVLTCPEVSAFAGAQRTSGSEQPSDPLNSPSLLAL
SR-BI DiI-HDL act – activators of SR-BI mediated HDL lipid uptake | CHO ldlA[mSR-BI] cells, DiI-HDL uptake fluorescence, 3 h; 100 = double the neutral-control signal | AID 504775 | activation, % at 12.5 µM | hit rate 0.096% among 320,000;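 active = mean replicate activation of at least 60% and every replicate at or above 60%; inconclusive = mean or all-replicate condition met, but not both; inactive = mean below 60% and not all replicates reaching 60%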;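 note: 0% = median plate neutral-control signal and 100% = twice that signal; values of inactives mirror those of a sister screen read the other way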
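Test system: SR-BI-overexpressing, LDLR-lacking CHO cells; Medium: Ham's F12 with 0.5% BSA, HEPES 25 mM, pH 7.4; Schedule: 3 h, 37 °C; Technique: bottom-read fluorescence, 550/595 nm.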
PfHsp90 yeast 2 – inhibits growth of yeast expressing Plasmodium falciparum Hsp90; hit rate 0.32% among 310,000; inhibition, % at 9.4 µM; S. cerevisiae expressing PfHsp90, BacTiter-Glo ATP, 48 h; yeast lacking PDR1 and PDR3 efflux regulators;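 active = every replicate shows inhibition above about 80%, whatever the replicate mean, limit read from the data; inconclusive = mean inhibition reaches the set limit but some replicate falls short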;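 note: 0% = DMSO neutral controls and 100% = 20 µM radicicol positive controls; yeast relying on Plasmodium falciparum Hsp90 in place of its own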
The depositor's hits bear a star; ? = inconclusive; / = no result given.

Sequence of screens – CAL PDZ FP-1	SR-BI HDL uptake	NSD2 HMT inh	PvdQ acylase	CAL PDZ FP-2	Rtt109 HAT inh	MITF TRPM1 HTS	dFosB activator	SR-BI DiI-HDL act	PfHsp90 yeast 2
> Cc1ccc(CSc2nc3ccccc3c(=O)[nH]2)cc1
→ -0.8	-16	-2	12	-4	0	24	4	16	-17
> CCNc1ccc(C(=O)NN=C2CCCC2)cc1[N+](=O)[O-]
→ 0.2	21	2	-1	32*	-4	-17	3	-21	24
> O=[N+]([O-])C(C1CCS(=O)(=O)C1)C1CCS(=O)(=O)C1 (configuration not stated)
→ -0.1	-3	-5	0	5	26	14	0	3	-15
> COc1ccc(CN2C(=O)c3cccc4cccc2c34)cc1F
→ -3.0	26	-34	-10	-1	-23	4	-10	-26	2
> CC(C)CC(=O)Nc1ccc2c(c1)nc(CCN1CCOCC1)n2C
→ 0.0	-3	-3	-16	-2	0	3	3	3	6
> O=C(COC(=O)c1ccccc1SCC(=O)N1CCCC1)Nc1ccccc1C(F)(F)F
→ -6.4	28	-4	-6	-1	1	-5	-6	-28	-28
> O=C(c1cnn2c1NC(c1ccc(Br)cc1)CC2C(F)(F)F)N1CCN2CCCC2C1 (configuration not stated)
→ -2.8	2	2	-2	-5	3	17	-6	-2	0
> N#CC1=C(N)Oc2cc(N)ccc2C1c1ccc(F)cc1F (configuration not stated)
→ 0.8	8	0	6	-3	-6	/	10	-8	8
> COc1cccc(NC(=O)c2ccc(NC(C)=O)cc2)c1
→ 0.0	15	3	-12	-3	-8	16	-10	-15	0
> COC(=O)c1ccc2c(c1)N(C)C(=O)CS2
→ 0.8	-11	1	-13	0	-15	-5	5	11	5
> COc1ccc(Cl)cc1NC(=O)CN(C)C(=O)Cc1ccc2c(c1)CCC2
→ -1.2	19	8	5	-4	17	-2	-8	-19	-3
> Nc1nc(-c2ccco2)nn1C(=O)c1ccccc1Cl
→ -1.5	-35	-1	-16	2	-7	3	-1	35	3
> Cc1ccc(NC(=O)c2ccc3c(c2)S(=O)(=O)c2ccccc2C3=O)cc1S(=O)(=O)N1CCOCC1
→ -1.0	66	/	5	-3	-11	-20	2	-66	-9
> COc1ccc2[nH]c(=O)c(CN(Cc3ccc4c(c3)OCO4)C(C)=O)cc2c1
→ 0.4	-11	0	4	2	9	-1	-3	11	1
> CCOc1ccc(N(C)S(=O)(=O)c2cc(-c3cc(C)no3)ccc2C)cc1
→ -2.9	24	-6	-15	-4	3	-12	-4	-24	12
> COc1cccc(/C=C2\SC(=O)N(CC(=O)NCCCn3ccnc3)C2=O)c1
→ -2.9	23	3	13	0	24	9	-4	-23	20
> CN(Cc1ccon1)Cc1cn(C)nc1-c1ccc(Oc2ccccc2)cc1
→ -2.6	10	-1	10	-2	-4	-19	-8	-10	-83
> COC(=O)C1CC2(C(=O)OC)CC(C(=O)OC)(CC(C(=O)OC)C2=O)C1=O (configuration not stated)
→ 0.1	-1	-2	-2	-4	3	5	0	1	16
> O=C(N/N=C/c1cccc([N+](=O)[O-])c1)c1cccs1
→ -0.8	-20	-2	-10	-1	-10	44	6	20	-18
> O=C(Nc1ccccn1)NC1CCCCC1
→ /	-9	3	-21	4	3	7	2	9	8
> Cc1ccc(NC(=O)c2cc(S(=O)(=O)N(C)C)ccc2N2CCCC2)cc1S(=O)(=O)N(C)C
→ -0.9	54	2	-9	-3	6	-17	-3	-54	/
> CC1(C)Oc2ccc3ccc(=O)oc3c2C(N2CCCCC2)C1O (configuration not stated)
→ -2.5	-8	1	-6	6	-13	/	-7	8	10
> COc1ccc(NC(=O)[C@H](C)NC(=O)C2CCN(S(=O)(=O)c3ccc(OC)cc3)CC2)cc1
→ -0.1	9	-3	12	7	16	2	-4	-9	11
> CCN(Cc1ccncc1)C(=O)c1ccc(C)o1
→ -2.0	6	10	-15	-5	-17	1	-2	-6	-6
> CCc1ccccc1NC(=S)N1CCN(c2ccccc2F)CC1
→ 0.7	20	-4	-10	-2	1	-2	-9	-20	-8
> Cc1ccc(NC(=O)C(c2ccccc2)N2CCN(CC(=O)NC3CC3)CC2)cc1Cl (configuration not stated)
→ -1.1	27	-1	-6	2	-11	18	-9	-27	-18
> CCOC(=O)/C(C#N)=C1/SC(CC)C(=O)N1c1ccc(C)cc1 (configuration not stated)
→ -0.5	7	0	-11	56*	1	-2	-3	-7	15
> CCOc1ccc(/C=N/N2C(C)CCCC2C)cc1 (configuration not stated)
→ 0.1	3	27	-11	4	2	45	4	-3	8
> CC(C)CCNC(=O)CN1C(=O)NC(c2ccccc2)(c2ccccc2)C1=O
→ -2.6	/	6	-14	1	-7	4	-9	/	-11
> CCOCc1cnc(C)nc1NCC(=O)c1c(C)[nH]c2cc(C)ccc12
→ -0.7	11	-2	0	10	-5	-11	5	-11	8
> O=C(Cn1sc2ccccc2c1=O)NC12CC3CC(CC(C3)C1)C2
→ -1.5	-26	1	8	2	?	-4	-3	26	/
> COc1ccc(NC(=O)CN(C)CC(=O)N2CC(=O)Nc3ccccc32)cc1
→ -0.4	-3	2	-5	8	-2	1	-2	3	15
> CCOc1ccc(N(CC(=O)NCc2ccccc2)S(=O)(=O)c2c(C)noc2C)cc1
→ -0.6	-11	/	-3	/	3	-2	-11	11	-6
> C[C@H](NC(=O)[C@H]1N2C(=O)c3ccccc3C2SC1(C)C)C(=O)N1CCN(C)CC1 (some centres not stated)
→ -2.6	9	-6	-25	1	-2	5	2	-9	-2
> NC(=O)c1ccc[n+](Cc2cccc3ccccc23)c1
→ 0.2	-27	-2	-10	-6	-36	10	-5	27	-20
> CC(C)n1nccc1N(Cc1ccc(C#N)cc1)S(=O)(=O)c1ccccc1
→ -2.3	/	-3	-12	-5	-7	2	-6	/	-17
> COc1ccccc1N1CCN(C(=O)c2ccc(Cn3c(=S)[nH]c4cc5c(cc4c3=O)OCO5)cc2)CC1
→ -1.6	69	-4	-18	-1	-3	-1	-1	-69	5
> CN(C)c1nc(N(C)C)n(Cc2c(Cl)cccc2Cl)n1
→ -0.5	-21	3	3	-2	3	1	-3	21	14
> Cc1ccc(C)c(OCCC(=O)OCC(=O)Nc2cc(S(=O)(=O)N3CCCCC3)ccc2C)c1
→ -3.3	0	-1	-7	-6	4	1	-9	0	-5
> COc1ccc(OC)c(C(C)NC(=S)NC2CCCCC2)c1 (configuration not stated)
→ -1.6	-3	1	-11	2	-5	-15	-10	3	-32
> O=C(NCCOc1ccccc1)c1ccccc1
→ -1.8	-28	-1	7	/	7	75	-11	28	/
> O=C(NNC(=S)NCc1ccccc1)c1ccc2c(c1)OCO2
→ -2.7	-4	-1	-1	-18	10	0	-4	4	-8
> N#C/C(C(=O)N1CCCCC1)=C1/N=C(N)c2ccccc21
→ -1.2	-20	-4	-3	-1	7	0	-1	20	28
> CC(=O)C1=C(O)C(=O)N(c2cccnc2)C1c1ccc(Cl)cc1 (configuration not stated)
→ -1.8	13	11	7	0	1	/	3	-13	8
> Cc1ccc(/C=C/C(=O)C2C(=O)c3ccccc3C2=O)cc1
→ -3.0	0	/	-14	-4	-17	-8	9	0	-8
> COc1ccc(CNC(=O)C2CCN(S(=O)(=O)N3CCOCC3)CC2)cc1
→ -1.3	-27	/	-6	-2	-7	6	-6	/	1
> CC(=O)c1cccc(NC(=O)CSc2nc(N3CCCCC3)nc(N3CCCCC3)n2)c1
→ -2.1	50	4	-7	-3	2	18	-10	-50	/
> O=C(CCC(=O)N/N=C/c1ccc(Br)o1)N/N=C/c1ccc(Br)o1
→ -0.7	-8	1	-12	1	20	9	-3	8	-3
> O=C(COC(=O)c1cccc(S(=O)(=O)N2CCOCC2)c1)Nc1nc(-c2ccccc2Cl)cs1
→ -2.0	6	-3	-9	-2	-5	/	5	-6	2
> Cc1nc(NC(C)c2ccccc2)c2c3c(sc2n1)CCC3 (configuration not stated)
→ 0.0	1	0	12	-7	0	-21	-5	-1	/
> Cc1ccc(NC(=S)N/N=C/c2ccc([N+](=O)[O-])s2)cc1
→ -0.6	-2	9	-3	0	-4	-71	5	2	100*
> CCn1nnnc1NCc1ccc(OCc2c(F)cccc2Cl)c(OC)c1
→ -3.4	/	7	-9	-2	0	7	-5	/	-32
> CC1(C)C(C=C(Cl)Cl)C1C(=O)NC(O)C(=O)c1ccccc1 (configuration not stated)
→ -0.2	0	-6	-6	-5	-2	-10	0	0	-36
> CSCC[C@H](NC(=O)C1CCN(S(=O)(=O)c2ccc(C)cc2)CC1)C(=O)NCc1ccco1
→ -1.2	-42	0	12	-1	3	/	-12	42	/
> COc1ccc2oc(C(=O)OCC(=O)N(C)c3c(N)n(Cc4ccccc4)c(=O)[nH]c3=O)c(C)c2c1
→ -0.8	-22	-1	-9	/	-3	6	0	22	-13
> COc1ccc(C(=O)NN=C2CCCC2)cc1OC
→ -1.7	-12	0	-12	-1	1	-1	2	12	-5
> COc1ccc(/C=C(\NC(=O)c2ccco2)C(=O)NC(Cc2ccccc2)C(=O)O)cc1 (configuration not stated)
→ -1.5	/	-5	-10	-3	15	-1	5	/	11
> COC(=O)[C@H](C(C)C)N(Cc1ccccc1)S(=O)(=O)CCNC1CCCC1
→ -0.5	-26	/	-12	-3	1	3	-4	26	-16
> N#C/C(=C\c1c[nH]c2ccccc12)C(=O)NC1CC1
→ /	-2	3	-9	-5	-2	/	-7	2	1
> COC(=O)c1ccc(OCC(=O)c2ccc(C)c(C)c2)cc1
→ -1.3	7	-1	-10	-3	5	40	-17	-7	37

Next section:
Sequence of screens – CAL PDZ FP-1	SR-BI HDL uptake	NSD2 HMT inh	PvdQ acylase	CAL PDZ FP-2	Rtt109 HAT inh	MITF TRPM1 HTS	dFosB activator	SR-BI DiI-HDL act	PfHsp90 yeast 2
> Cc1ccc(CC(SCc2ccccc2)C(=O)O)cc1C (configuration not stated)
→ -2.1	/	2	-6	4	-3	-2	4	/	10
> Cc1ccn2c(Nc3ccc4c(c3)OCO4)c(-c3ccccn3)nc2c1
→ -0.8	-17	27	-8	0	1	-35	21*	17	18
> COC(=O)c1cc(NC(=O)CN(C)Cc2ccccc2)cc(C(=O)OC)c1
→ -2.6	/	-2	1	0	-14	-5	-2	/	-5
> CCOC(=O)c1c(N)sc(C(=O)N2CCCC2)c1C
→ 0.7	-32	1	-10	3	-8	10	0	32	/
> Cc1cc2oc(=O)cc(Cn3ccnc3)c2cc1O
→ -1.1	8	/	24	-4	5	7	1	-8	9
> C=CCC(c1ccccc1F)N(CCN1CCOCC1)C(=O)Nc1cccc(Cl)c1 (configuration not stated)
→ -0.6	-2	-4	2	6	20	/	-4	2	/
